# Screening results (PubChem)
# MBD2 DNA inh = MBD2-methylated oligo binding inhibition | 0.31% of 370,000 active | TR-FRET, MBD2 binding to methylated oligonucleotide | AID 686964 | inhibition, % at 4.4 µM | Q9UBB5; in the data active = inhibition above about 13%
# UHRF1 binding = human UHRF1 methylated DNA binding inhibitors; Q96T88; UHRF1 binding to methylated oligo, TR-FRET; inhibition, % at 4.4 µM; 0.75% of 370,000 active; AID 687016; in the data active = inhibition above about 21%;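 also: UHRF1 SRA domain binding a hemimethylated CpG hairpin DNA probe; 0% = median of test compound wells and 100% = reference inhibitor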
# TDP2 inh = TDP2 (human) inhibition, absorbance primary screen | recombinant TDP2, T5PNP hydrolysis, p-nitrophenol absorbance 415 nm | 0.34% of 370,000 active | inhibition, % at 12.8 µM;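 active = inhibition above the mean of all tested compounds plus 3 SD, set per campaign, cut at about 25% in these data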;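 also: 0% = DMSO with enzyme and 100% = buffer with substrate but no TDP2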
# Target sequence (O95551 whole entry, looked up): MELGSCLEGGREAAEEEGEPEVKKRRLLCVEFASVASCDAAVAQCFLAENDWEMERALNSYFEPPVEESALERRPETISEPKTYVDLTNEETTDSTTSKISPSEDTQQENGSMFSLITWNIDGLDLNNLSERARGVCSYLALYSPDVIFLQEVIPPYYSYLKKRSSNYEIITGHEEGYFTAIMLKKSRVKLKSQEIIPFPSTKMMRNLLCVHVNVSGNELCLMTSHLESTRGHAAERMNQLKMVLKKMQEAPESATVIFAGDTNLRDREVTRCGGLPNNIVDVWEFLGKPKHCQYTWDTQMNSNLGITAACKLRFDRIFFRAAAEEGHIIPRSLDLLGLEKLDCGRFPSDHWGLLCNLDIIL
#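 System – recombinant human TDP2 · Quantity – TDP2 enzyme at 120 nM final · Doses – single concentration, 12.8 µM nominal, with 1% DMSO · Incubation – 2 h at 37 °C · Measured by – epi absorbance of p-nitrophenol freed from T5PNP by hydrolysis · Read-out – % inhibition relative to enzyme-containing and enzyme-free wells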
# PRMT1 inh = inhibitors of human PRMT1. Q99873. recombinant PRMT1, activity-based probe fluorescence polarization. inhibition, % at 2.79 µM. 1.3% of 370,000 active;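 active = inhibition above about 21% made by adding two undisclosed values, limit read from the data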
# Tn7 DDE FP = inhibitors of Tn7 peptide binding to human fibrin DD(E); P02675; FP displacement of FITC-Tn7 peptide from fibrin DD(E); 0% = median of compound wells per plate; inhibition, % at 8.3 µM; 0.13% of 370,000 active; AID 720508;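 active = inhibition above the mean of compounds falling within the control limits plus 3 SD of them, cut at about 14% in these data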;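 also: 0% = plate median of compound wells and 100% = 10 µM Aha-Tn7 peptide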
#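 Also added: labelled Tn7 tracer, 0.1 µM; Assay system: human fibrin DD(E) protein; Amount: 2 µM fibrin DD(E); Schedule: 10 min compound pre-incubation, 3 h probe incubation at room temperature; Repeats: one replicate per compound; Read-out basis: percent inhibition; Measured by: fluorescence polarization of the labelled Tn7 tracer.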
# DDE Tn6 FP inh = disrupts Tn6 cyclic peptide binding to fibrin D-Dimer-E complex. 0.21% of 370,000 active. P02675. inhibition, % at 8.3 µM. Fibrin DD(E) TRITC-Tn6 fluorescence polarization displacement;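 active = inhibition above a per-campaign cutoff: mean of compounds within control limits plus 3 SD, cut at about 15% in these data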;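 also: 0% = median of all compound wells on the plate and 100% = blocking peptide control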
# LEDGF integ inh = blocks HIV-1 LEDGF/p75-dependent DNA integration; inhibition, % at 3.7 µM; 0.64% of 370,000 active; TR-FRET IN-LEDGF/p75 DNA integration, Eu/Cy5;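 active = inhibition above the screen-wide mean plus 3 SD, cut at about 13% in these data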;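 also: signal is the Cy5 over europium emission ratio at 671 and 618 nm; 0% = plate median of compound wells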
# SIAE primary = inhibitors of human sialic acid acetylesterase SIAE | Q9HAT2 | SIAE FP-Rh probe binding, fluorescence polarization | inhibition, % at 9.66 µM | 0.69% of 370,000 active;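 active = inhibition above a cutoff: mean of compounds within the control limits plus 3 SD of those, cut at about 17% in these data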;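 also: 0% = plate median of compound wells and 100% = probe without SIAE protein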
# Target sequence (Q9HAT2 whole entry, looked up): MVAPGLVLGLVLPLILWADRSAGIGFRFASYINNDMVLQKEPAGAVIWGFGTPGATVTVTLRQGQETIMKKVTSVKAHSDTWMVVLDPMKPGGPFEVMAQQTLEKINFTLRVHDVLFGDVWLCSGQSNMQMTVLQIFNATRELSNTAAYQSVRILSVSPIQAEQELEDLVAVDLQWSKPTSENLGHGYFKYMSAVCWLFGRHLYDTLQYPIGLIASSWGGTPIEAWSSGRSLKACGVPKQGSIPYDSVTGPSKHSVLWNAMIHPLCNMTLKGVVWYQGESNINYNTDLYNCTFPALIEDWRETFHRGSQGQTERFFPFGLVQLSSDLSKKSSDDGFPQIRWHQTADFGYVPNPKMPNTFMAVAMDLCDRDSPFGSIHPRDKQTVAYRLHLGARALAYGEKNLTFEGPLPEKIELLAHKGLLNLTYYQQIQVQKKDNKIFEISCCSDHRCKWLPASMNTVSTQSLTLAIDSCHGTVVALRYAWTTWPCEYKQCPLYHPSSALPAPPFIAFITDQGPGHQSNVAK
# proKLK7 act = proKLK7 (human) activation, primary screen. activation, % at 7 µM. 0.9% of 370,000 active. purified proKLK7, EDANS-DABCYL substrate fluorescence; 100% is mature enzyme control, 0% vehicle. P49862;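 active = activation above the mean of all tested compounds plus 3 SD, computed per campaign excluding outliers beyond control limits, cut at about 13% in these data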
# TCR CD3 inh = blocks the human TCR-CD3 interaction. 0.37% of 360,000 active. TAMRA-labeled TCR probe fluorescence, biochemical. inhibition, % at 9.4 µM; in the data active = inhibition above about 19%;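 also: recombinant mutant TCR 2C K166C tagged with TAMRA read by polarization; 0% = receptor in buffer alone and 100% = receptor with positive control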
# An asterisk follows results filed as active; · = no result given; & = joins results of further samples. Compounds were not picked by outcome, and some 4.6% of all compounds hit somewhere here.
smiles	MBD2 DNA inh	UHRF1 binding	TDP2 inh	PRMT1 inh	Tn7 DDE FP	DDE Tn6 FP inh	LEDGF integ inh	SIAE primary	proKLK7 act	TCR CD3 inh
CC(C)CNC(=O)OCc1cn(Cc2ccccc2Cl)nn1	3	-1	-8	-2	5	-5	1	9	-0.3	·
O=C(NN=Cc1ccccc1O)C(O)c1ccccc1 (configuration not stated)	-1	-1	4	-3	-5	-9	-5	-2	-62	-2
Nc1[nH]c(C(=O)c2ccccc2)c(-c2ccc(Br)cc2)c1C(=O)NCCc1c[nH]c2ccccc12	0	-2	4	-4	-2	4	2	16	-0.3	-3
COc1ccc([C@H]2CC(=O)C=C(/C=C/Cc3ccccc3)C2)cc1	6	1	-2	5	3	-6	2	-12	1.3	-4
Cc1cc(C)cc(NC(=O)C(NCC2CCCO2)c2ccccc2)c1 (configuration not stated)	-1	1	8	1	-4	-5	5	7	-0.3	-3
O=C1CC(CC(=O)N/N=C/c2ccccc2[N+](=O)[O-])=NN1	-2	-4	14	7	5	-4	-2	-3	-0.1	-3
O=C(NC1CC1)C1=C[C@H](c2coc3ccccc3c2=O)C[C@H](OCc2ccc(CO)cc2)O1	2	1	8	0	-2	5	3	-1	1.2	4
O=C(NC(=S)Nc1ccc(CN2CCCCC2)cc1)c1ccco1	2	-2	0	-4	-6	0	1	1	0.1	2
CC(=O)c1c(N2CCOCC2)nc2ccc(Br)cc2c1-c1ccccc1	-6	1	6	1	0	1	0	19*	-0.3	-5
Cc1ccc(OCC(=O)Nc2cccc(S(=O)(=O)N3CCCC3)c2)cc1C	4	1	1	0	-6	-9	0	-4	0.7	1
Cc1nn(CCC#N)c(NC(=O)c2ccc(Cl)cc2Cl)c1P(=O)(Nc1ccc([N+](=O)[O-])cc1)N1CCOCC1 (configuration not stated)	4	1	2	1	0	1	-3	-5	-0.1	-6
CC(NC(=O)CCNS(=O)(=O)c1ccc2c(c1)c(=O)n(C)c(=O)n2C)c1ccccc1 (configuration not stated)	5	2	12	1	-6	-4	2	2	0.5	3
COc1ccc(C(CNC(=O)c2ccco2)N2CCOCC2)cc1 (configuration not stated)	-6	-1	2	1	-4	10	4	-4	0.5	5
CC(C)(C)NC(=O)c1c(F)c(F)c(F)c(F)c1F	-8	-5	11	-5	10	-7	1	4	-0.1	3
C=CCNc1nc(NCCO)nc(N2CCCC2)n1	-1	1	8	0	-1	-2	1	0	0.1	3
CCC(C)NC(=O)C(Sc1ccccc1)c1ccccc1 (configuration not stated)	-2	0	1	0	7	0	0	1	-0.5	13
COc1ccc(OC)c2sc(N3CCN(C(=O)c4ccc5ncsc5c4)CC3)nc12	2	0	-1	3	-2	3	3	-10	0.1	-5
CCOC(=O)c1cc(C#N)c(N2CCN(c3ccc(OC)cc3)CC2)[nH]c1=O	0	4	0	0	1	5	-3	-2	0.8	-5
CCOc1ccc(CC(=O)NNC(=S)NCCc2ccccc2)cc1	0	-1	-4	-3	3	-1	1	7	-0.1	1
CC(C)C(=O)N1CCN(CCN=CC2=C(O)CC(c3ccco3)CC2=O)CC1 (configuration not stated)	1&8	-2&5	-9&1	-2&9	-3&5	-1&-6	12&5	-3&-7	-0.1&-0.1	-2&-5
N#CCSc1nnc2ccc3ccccc3n12	-8	-1	2	1	5	4	2	1	0.1	1
COc1cccc(N2CCN(S(=O)(=O)c3ccc4c(c3)oc(=O)n4C)CC2)c1	5	1	-26	-3	-4	5	5	-18	0.6	12
Cn1ncc(Cl)c1C(=O)NCc1ccco1	-2	-2	2	-2	-7	3	5	1	-0.2	5
C[C@H](CO)N1C[C@H](C)[C@@H](CN(C)Cc2ccc(Cl)c(Cl)c2)Oc2c(NS(=O)(=O)c3ccc(F)cc3)cccc2C1=O	-3	-1	3	-1	6	-8	0	1	0.4	1
N#CCCN(C(=O)COc1ccc(Cl)cc1Cl)c1ccccc1	-6	2	-7	-1	-3	-4	0	0	0.3	-1
CNC(=O)COc1coc(CN2CCN(Cc3ccccc3)CC2)cc1=O	3	1	-1	1	-3	2	-3	1	0.2	-1
C/C(=N\NC(=O)c1nnn(-c2nonc2N)c1CN1CCCCCC1)c1ccc(Br)cc1	-4	3	8	0	-8	6	-4	0	0.0	3
O=C(NCC1CC1)c1ccc2c3n(nc2c1)-c1ccccc1CO3	-1	-7	10	2	-2	-1	0	0	3.7	0
CN1CCN(c2ccccc2NC(=O)COc2ccc(Cl)cc2)CC1	-2	-2	12	1	-3	-7	0	3	0.4	1
O=C(CCS(=O)(=O)c1cccc2nonc12)N1CC(=O)N(CCc2ccccc2)C(=O)C1	-6	-1	5	1	1	1	4	10	0.6	-5
CC1(C)SC(C)(C)N(C=O)C1C(=O)O (configuration not stated)	2	0	1	7	-5	-4	0	-2	-0.1	7
Cc1ccc(CN(Cc2ccccn2)C(=O)Nc2c(F)cccc2F)cc1	3	2	-1	1	2	-1	2	-2	0.2	0
Clc1ccc([C@H]2OC[C@@]3(CNCc4ccccn4)CS[C@H](c4ccc(Cl)cc4)N23)cc1	-6	-1	-4	14	-2	1	10	1	0.9	·
CC(c1ccccc1)n1cnc2ccccc21 (configuration not stated)	0	-3	2	-3	4	5	1	2	0.0	6
CC(=O)N1c2ccc(S(=O)(=O)NCCc3ccc(S(N)(=O)=O)cc3)cc2CC1C (configuration not stated)	-6	-2	10	-4	7	4	4	10	-0.3	5
O=C1CC2(CCCC2)C(=O)N1CN1CCN(S(=O)(=O)c2cc(F)ccc2F)CC1	-7	1	3	0	4	1	-2	-2	0.0	5
COc1ccc(NC(=O)c2ccccn2)cc1OC	1	4	-1	2	8	-1	-8	-5	-0.5	-3
Cc1onc(-c2ccccc2)c1C(=O)Nc1sc2c(c1C(N)=O)CCC2	-2	-3	3	1	-8	-4	0	9	0.8	4
O=Cc1ccc(O)cc1O	-2	1	-1	1	9	3	0	3	-2.4	6
Cc1[nH]n(C(C)(C)C)c(=O)c1Sc1ccc(Cl)cc1	4	1	2	5	-1	-2	7	-6	0.2	-11
COCCNC(=O)CN1CCC(NC(=O)Nc2ccc(C(F)(F)F)cc2)CC1	0	0	-10	0	0	6	-1	-11	-0.8	5
COc1ccc(CC(=O)OCC(=O)N2CCc3ccccc32)cc1OC	2	18	1	-1	-9	5	0	6	0.5	-1
Cc1cc(Br)ccc1SCC(=O)OCC(=O)NC1CC1	3	2	7	-2	-1	-3	1	-1	-0.1	1
Cc1c(C(=O)NCc2ccco2)oc2c(F)cccc12	5	-1	1	-1	-3	-1	-4	-2	-0.3	3
Cc1ccc2nc(N3C(=O)CNC3=S)sc2c1	-1	0	0	-3	-3	-1	0	1	0.0	-3
Cc1cccc(C)c1NC(=O)CNC(=O)CN1C(=O)NC2(CCc3ccccc32)C1=O (configuration not stated)	-3	1	1	-2	8	-3	-6	2	-0.2	-3
CCOC(=O)C1=CN(C)C=C(C(=O)OCC)C1c1ccsc1	3	-1	-4	-1	1	-4	-1	-1	29*	3
Cc1ccc2oc(C(=O)N3CCC(O)(c4cccc(C(F)(F)F)c4)CC3)c(C)c2c1	1	-1	-11	2	9	3	-1	1	-0.8	8
CCOC(=O)c1cccc(NC(=O)CSc2nnc(-c3ccncc3)n2CCCOC)c1	1	0	-6	-1	6	2	2	3	0.0	5
CCC(C)(C)n1nnnc1C(c1cc2ccc(C)cc2[nH]c1=O)N(Cc1cccnc1)Cc1ccco1 (configuration not stated)	-5	-3	7	0	7	5	2	11	-1.3	0
O=C(CN1CCCCC1)Nc1c2c(nc3ccccc13)N(c1ccccc1)CC2	2	1	45*	1	1	-10	14*	-4	-27	-1
COc1ccc(N2CCN(C(c3cc4cc(C)ccc4[nH]c3=O)c3nnnn3Cc3ccccc3)CC2)cc1 (configuration not stated)	-2	4	-12	4	-7	-1	3	5	0.7	-6
CCCCC(=O)OCC(=O)c1ccc(OCC)cc1	2	2	-7	2	0	-2	0	1	-0.2	-8
Cc1ccc(S(=O)(=O)CCC(=O)Nc2nc3c(s2)CCCC3)cc1	3	1	2	0	6	-5	0	2	0.4	2
COC(=O)C1=C(C)N(C)C(=NCC2CC2)NC1CCc1ccccc1 (configuration not stated)	1	2	-7	-4	-4	1	3	-2	0.0	7
O=C(O)CC(NCc1ccco1)C(=O)OCCCl (configuration not stated)	-2	5	-7	4	5	0	-5	-3	-0.4	0
O=C(Cn1ccc(C(F)(F)F)n1)N/N=C/c1ccc2c(c1)OCO2	1	-2	5	1	0	-4	-2	0	-0.7	2
COc1ccc(NC(=O)COC(=O)Cn2cnc3ccccc3c2=O)c(OC)c1	-6	-1	-10	4	-3	9	-3	7	-0.3	7
c1ccc(C2Oc3ccccc3C3CC(c4cccs4)=NN32)cc1 (configuration not stated)	-7	-8	-7	5	0	-4	8	4	-0.5	-6
O=C(N/N=C/c1ccccc1C(=O)O)c1cccc(S(=O)(=O)Nc2cc(Cl)ccc2Cl)c1	0	-1	-1	2	-5	-9	3	-7	0.5	3

# Continued:
smiles	MBD2 DNA inh	UHRF1 binding	TDP2 inh	PRMT1 inh	Tn7 DDE FP	DDE Tn6 FP inh	LEDGF integ inh	SIAE primary	proKLK7 act	TCR CD3 inh
Cc1ccc(C(=O)Nc2nc(=O)n(C(=O)CC(C)C)s2)cc1	-6	1	-21	0	-1	10	3	1	0.2	1
Cc1nc(SCC(=O)Nc2cc(C)on2)c2c(C)c(C)sc2n1	7	0	6	-1	-3	1	-2	-2	0.0	1
CC(C)c1ccc(N(C(=O)c2csnn2)C(C(=O)NC2CCCC2)c2ccncc2)cc1 (configuration not stated)	-5	-1	0	0	-2	0	3	-1	-0.5	4
Cc1ccsc1CN(C)C(=O)CN1C(=O)NC2(CCCCC2C)C1=O (configuration not stated)	9	4	2	4	-4	1	0	1	0.8	-2
O=C(Cn1cc(SCc2ccccc2Cl)c2ccccc21)N1CCOCC1	9	24*	-1	6	-3	7	2	5	0.6	3

# 4 compounds from above, ordered by the value under TDP2 inh, largest number first:
smiles	MBD2 DNA inh	UHRF1 binding	TDP2 inh	PRMT1 inh	Tn7 DDE FP	DDE Tn6 FP inh	LEDGF integ inh	SIAE primary	proKLK7 act	TCR CD3 inh
O=C1CC(CC(=O)N/N=C/c2ccccc2[N+](=O)[O-])=NN1	-2	-4	14	7	5	-4	-2	-3	-0.1	-3
Cc1onc(-c2ccccc2)c1C(=O)Nc1sc2c(c1C(N)=O)CCC2	-2	-3	3	1	-8	-4	0	9	0.8	4
Cc1cccc(C)c1NC(=O)CNC(=O)CN1C(=O)NC2(CCc3ccccc32)C1=O (configuration not stated)	-3	1	1	-2	8	-3	-6	2	-0.2	-3
Cc1ccc2nc(N3C(=O)CNC3=S)sc2c1	-1	0	0	-3	-3	-1	0	1	0.0	-3
